# ROS inducer: ROS inducers in U2OS cancer cells, primary screen, cell-based, H2DCF-DA fluorescence | U2OS ROS induction | hit rate 2% among 46,000 | ROS induction (% of piperlongumine), % at 10 µM; in the data active means ROS induction above about 79%, passing the limit was not always enough; inconclusive means no clear call, values can overlap the other calls;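 further: 0% = DMSO vehicle median and 100% = reference compound median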
# Numbers without * were called inactive; ? = inconclusive.
mol | ROS inducer
Cc1cc(C(C)(C)C)cc(S(=O)(=O)Nc2ccc(C(=O)N3CCC(C)CC3)cc2)c1C | 5.6
NC(=O)CSc1nc2cc3c(cc2c(=O)n1CCCC(=O)NCc1ccc2c(c1)OCO2)OCO3 | 11.8
COc1ccc(S(=O)(=O)Nc2ccc3c(c2)C(=O)N([C@@H](C)CO)C[C@@H](C)[C@H](CN(C)S(=O)(=O)c2cn(C)cn2)O3)cc1 | -5.1
C[C@@H]1CN([C@H](C)CO)C(=O)c2cc(NC(=O)Nc3ccc(F)cc3)ccc2O[C@H]1CN(C)Cc1ccc(Cl)c(Cl)c1 | 3.2
COc1ccc(NC(=O)Nc2cccc3c2O[C@@H](CN(C)S(=O)(=O)c2ccc(C)cc2)[C@@H](C)CN([C@H](C)CO)C3=O)cc1 | 6.8
Cc1nn(C(C)C(=O)NC2CCCCCC2)c(=O)c2cc3occc3n12 (stereo not drawn) | 5.2
C[C@H](CO)N1C[C@H](C)[C@H](CN(C)S(=O)(=O)c2ccc(F)cc2)Oc2ccc(NS(=O)(=O)c3cn(C)cn3)cc2C1=O | -13.0
O=C1C=C(NC2CCCC2)CC(c2ccccc2)C1 (stereo not drawn) | 24.2
CCOC(=O)c1cnc2cccc[n+]2c1Cl | -4.3
O=S1(=O)N=C(N(CCO)c2ccc(Cl)cc2)c2ccccc21 | 54.8
Cc1cc(Cl)ccc1NC(=O)CN(c1ccc(Cl)c(Cl)c1)S(C)(=O)=O | 2.2
Nc1cc(N)nc(SCc2ccccc2)n1 | -7.4
C[C@H]1CN([C@@H](C)CO)C(=O)c2cc(NS(C)(=O)=O)ccc2O[C@@H]1CN(C)Cc1ccc(-c2ccccc2)cc1 | 33.1
CC(C)NC(=O)N(C)C[C@H]1Oc2c(NS(=O)(=O)c3ccc(Cl)cc3)cccc2C(=O)N([C@@H](C)CO)C[C@H]1C | 0.9
C[C@H](CO)N1C[C@H](C)[C@@H](CN(C)C(=O)c2cc(-c3ccccc3)on2)OCc2cnnn2CCCC1=O | -0.5
Cc1nc(SCC(=O)NCc2ccco2)c2c(C)c(C)sc2n1 | -1.8
CC(C)NC(=O)N(C)C[C@@H]1Oc2ccc(NS(=O)(=O)c3cccs3)cc2CC(=O)N([C@@H](C)CO)C[C@@H]1C | 1.0
COc1cccc(CN(C)C[C@H]2OCc3cnnn3CCCC(=O)N([C@@H](C)CO)C[C@@H]2C)c1 | 9.3
CCCc1ccc(Oc2ccc(NC(=O)C3CC3C(=O)O)cn2)c(OC)c1 (stereo not drawn) | 25.0
Cc1ccccc1OCC(=O)NC(c1ccccc1)c1c(O)ccc2ccccc12 (stereo not drawn) | -0.6
C[C@@H]1CN([C@@H](C)CO)C(=O)c2cc(NC(=O)Nc3cccc4ccccc34)ccc2O[C@H]1CN(C)S(=O)(=O)c1cn(C)cn1 | -13.3
C[C@@H]1CN([C@H](C)CO)C(=O)Cc2cc(NC(=O)Nc3ccc4c(c3)OCO4)ccc2O[C@@H]1CN(C)Cc1ccc(C(F)(F)F)cc1 | 6.7
C[C@@H]1CN([C@H](C)CO)C(=O)Cc2cc(NS(=O)(=O)c3ccc(F)cc3)ccc2O[C@H]1CN(C)S(=O)(=O)c1ccc(F)cc1 | -4.7
C=C1CC/C=C(/C(=O)O)C[C@H](O)C2C1CC2(C)C (stereo partly drawn) | 17.2
COc1ccc(OCC(O)Cn2cnc3ccccc32)cc1 (stereo not drawn) | -6.8
Cc1noc(C)c1S(=O)(=O)Nc1ccc2c(c1)C(=O)N([C@@H](C)CO)C[C@H](C)[C@H](CN(C)CC1CC1)O2 | 0.9
C[C@H](CO)N1C[C@H](C)[C@@H](CN(C)C(=O)Nc2ccc(F)cc2)Oc2ccc(NC(=O)Nc3ccc(C(F)(F)F)cc3)cc2C1=O | 7.2
COc1ccc(S(=O)(=O)N(C)C[C@H]2Oc3ccc(NS(=O)(=O)c4ccc(F)cc4)cc3C(=O)N([C@H](C)CO)C[C@H]2C)cc1 | 7.7
Cc1noc(C)c1NC(=O)N(C)C[C@@H]1Oc2ccc(NC(=O)Nc3ccc(F)cc3)cc2C(=O)N([C@H](C)CO)C[C@H]1C | -4.7
COc1ccc(Cl)cc1C(=O)N(Cc1nc(-c2ccc(C)cc2)no1)C(C)C | 7.7

# A second format for some results above:
molecule: C[C@@H]1CN([C@H](C)CO)C(=O)Cc2cc(NS(=O)(=O)c3ccc(F)cc3)ccc2O[C@H]1CN(C)S(=O)(=O)c1ccc(F)cc1
  ROS inducer: -4.7
molecule: C=C1CC/C=C(/C(=O)O)C[C@H](O)C2C1CC2(C)C (stereo partly drawn)
  ROS inducer: 17.2
molecule: COc1ccc(OCC(O)Cn2cnc3ccccc32)cc1 (stereo not drawn)
  ROS inducer: -6.8

# The listing continues.
mol | ROS inducer
COc1ccc(CN(C)C[C@H]2Oc3ccc(NC(=O)Nc4ccc5c(c4)OCO5)cc3C(=O)N([C@@H](C)CO)C[C@@H]2C)cc1 | 4.2
C[C@H]1CN([C@@H](C)CO)C(=O)c2cccc(NC(=O)C3CCCCC3)c2O[C@@H]1CN(C)Cc1ccc(C(F)(F)F)cc1 | 21.6
COc1ccc(NC(=O)Nc2ccc3c(c2)C(=O)N([C@H](C)CO)C[C@H](C)[C@H](CN(C)C(=O)Nc2ccc4c(c2)OCO4)O3)cc1 | 2.2
Cc1c(C)n(Cc2ccc(Br)cc2)c(=O)n(Cc2ccc(Br)cc2)c1=O | 14.0
COc1ccc(S(=O)(=O)Nc2cccc3c2O[C@@H](CN(C)S(=O)(=O)c2ccc(C)cc2)[C@H](C)CN([C@H](C)CO)C3=O)cc1 | -10.3
COc1nnc(-c2ccc(N3CCOCC3)c(NC(=O)COc3ccc(C)cc3)c2)c2ccccc12 | 8.2
C[C@@H]1CN([C@H](C)CO)C(=O)Cc2cc(NC(=O)Nc3ccc4c(c3)OCO4)ccc2O[C@H]1CN(C)Cc1ccc2c(c1)OCO2 | 9.1
C[C@@H]1CN([C@@H](C)CO)C(=O)c2cccc(NC(=O)Nc3ccc4c(c3)OCO4)c2O[C@@H]1CN(C)C(=O)Nc1ccc2c(c1)OCO2 | 0.5
C[N+]1(CC(O)CN2CCCC2=O)CCCCCC1 (stereo not drawn) | 61.5
COc1ccc(S(=O)(=O)Nc2cccnc2)cc1C(=O)O | -15.5
Cc1ccc(S(=O)(=O)Nc2ccc3c(c2)CC(=O)N([C@@H](C)CO)C[C@H](C)[C@H](CN(C)C)O3)cc1 | 8.2
Cc1noc(C)c1NC(=O)N(C)C[C@H]1Oc2ccc(NC(=O)NC3CCCCC3)cc2CC(=O)N([C@@H](C)CO)C[C@@H]1C | 103.9*
NC(=NC(=O)c1cnccc1C(F)(F)F)c1ccccn1 | -5.9
Cc1ccc(NCC(O)CSc2nc3c(cc2C#N)CCCC3)cc1 (stereo not drawn) | -1.0
CSc1sc(-c2ccnc(SCC(=O)C(C)(C)C)n2)c2c1C(=O)CC(C)(C)C2 | 139.3*
C[C@@H]1CN([C@H](C)CO)C(=O)c2cc(NS(=O)(=O)c3ccc(Cl)cc3)ccc2O[C@@H]1CN(C)C(=O)Nc1ccc2c(c1)OCO2 | -2.9
O=c1oc2ccccc2cc1-c1csc(Cc2nc(-c3ccc(Cl)cc3)cs2)n1 | 12.7
COc1cc2c(cc1OC)CN(C(=O)[C@@H]1[C@H]3C(=O)O[C@H](c4ccccc4)[C@H](c4ccccc4)N3[C@H](c3ccc(OCCO)cc3)[C@@]13C(=O)Nc1ccc(C#CC4(O)CCCCCC4)cc13)CC2 | ?
C[C@H](CO)N1C[C@H](C)[C@H](CN(C)C(=O)Nc2ccc(C(F)(F)F)cc2)Oc2c(NC(=O)Nc3ccc(F)cc3)cccc2C1=O | 14.0
NC(=O)COc1ccc(/C=N/NC(=O)CCCCC(=O)NO)cc1 | 8.5
Cc1noc(C)c1NC(=O)Nc1ccc2c(c1)C(=O)N([C@H](C)CO)C[C@@H](C)[C@H](CN(C)S(C)(=O)=O)O2 | -10.3
CC(C)NC(=O)N(C)C[C@@H]1OCc2cn(nn2)CCCC(=O)N([C@@H](C)CO)C[C@H]1C | 8.7
Cc1ccc(OCC(=O)Nc2cccc(NC(=O)c3ccccc3)c2)cc1C | -6.0
C=CCN1C(=O)/C(=C2\SC(N3CCCCC3)=NC2=O)c2ccccc21 | 31.5
CC1(C)COC(CCC/C=N/NC(=O)CCCCC(=O)NO)OC1 | -10.7
C[C@@H]1CN([C@H](C)CO)C(=O)Cc2cc(NC(=O)CCC(F)(F)F)ccc2O[C@H]1CN(C)CC1CCCCC1 | -4.7
CCOc1ccc(Oc2nc(N3CCOCC3)nc(N3CCOCC3)n2)nn1 | -1.4
CCOc1ccc(NC(=O)CCS(=O)(=O)c2ccc3c(c2)OCC(=O)N3)cc1 | 9.9
C[C@H](CO)N1C[C@H](C)[C@H](CN(C)C)Oc2ccc(NC(=O)C3CCCCC3)cc2C1=O | 16.9
O=C(c1cccnc1)N1CCN(C(c2ccccc2)c2ccccc2)CC1 | 7.2
C[C@@H]1CN([C@H](C)CO)C(=O)c2cccc(NC(=O)c3nc4ccccc4s3)c2O[C@@H]1CN(C)C(=O)Nc1ccc2c(c1)OCO2 | 13.5
O=C1CC(c2ccco2)Sc2ccccc2N1 (stereo not drawn) | -3.8
COC(CNC(=O)c1cccc(-n2c(=S)[nH]c3cc(Cl)ccc3c2=O)c1)OC | 1.4
COc1ccc(Cl)cc1NC(=O)CSc1nc2nccnc2c(=O)n1CC1CCCO1 (stereo not drawn) | 9.8
COc1cccc(NC(=O)COC(C)=O)c1 | -4.7
CC1CC(N(C(=O)c2ccc(Cl)cc2)c2ccccc2)c2ccccc2N1C(=O)c1ccco1 (stereo not drawn) | 26.2
COc1cc2c(cc1OC)C(=O)OC2 | -4.9
CC(C)NC(=O)Nc1ccc2c(c1)C(=O)N([C@H](C)CO)C[C@@H](C)[C@H](CN(C)C(=O)Nc1ccccc1)O2 | -1.0
Cc1ccc(-c2nc3cc(Cl)ccc3o2)cc1NC(=O)COc1ccc(Br)cc1 | -1.1
Cc1ccccc1OCC1CN(CN(CC(C)C)CC(C)C)C(=O)O1 (stereo not drawn) | 11.9
CCCCN(CCCC)c1ccc(/C=N/NC(=O)CCCCC(=O)NO)cc1 | 8.7
C[C@H](CO)N1C[C@H](C)[C@@H](CN(C)C(=O)Nc2ccc3c(c2)OCO3)Oc2ccc(NC(=O)Cc3ccccc3)cc2C1=O | 7.4
C[C@H]1CN([C@@H](C)CO)C(=O)Cc2cc(NS(=O)(=O)c3cn(C)cn3)ccc2O[C@H]1CN(C)Cc1ccncc1 | 8.1
C[C@@H]1CN([C@H](C)CO)C(=O)c2cccc(NC(=O)c3cnccn3)c2O[C@@H]1CN(C)Cc1ccc(C(F)(F)F)cc1 | -5.4
C[C@@H]1CN([C@H](C)CO)C(=O)c2cccc(NC(=O)C3CC3)c2O[C@@H]1CN(C)C(=O)Nc1ccccc1 | -3.3
NC(N)=Nc1nc(CSCC/C(N)=N\S(N)(=O)=O)cs1 | -4.4
CC1(C)CC[C@]2(C(=O)O[C@@H]3O[C@H](CO)[C@@H](O)[C@H](O)[C@H]3O)CC[C@]3(C)C(=CCC4[C@@]5(C)C[C@@H](O)[C@H](O)[C@@](C)(CO)C5[C@H](O)C[C@]43C)C2C1 (stereo partly drawn) | 3.2
O=C(Nc1cc(S(=O)(=O)c2ccccc2)cs1)c1ccc(Cl)cc1 | 5.7
COc1ccc(NC(=O)CC2Nc3cccc4cccc(c34)NC2=O)cc1 (stereo not drawn) | -8.0
Cc1cc([N+](=O)[O-])ccc1NC(=O)CSc1n[nH]c(-c2ccc(Cl)cc2)n1 | -3.3
Cc1ccc(CSCC(=O)NCCc2ccc(Cl)cc2)cc1 | -12.5
Cc1ccccc1C(=O)Nc1nc(SCc2ccc(Cl)cc2)n[nH]1 | -16.5
CC(C)COC(=O)N(C)C[C@H]1OCc2cn(nn2)CCCC(=O)N([C@H](C)CO)C[C@@H]1C | -6.9
O=C(COc1ccccc1)Nc1ccc2oc(-c3cccc(Cl)c3Cl)nc2c1 | 0.7
Cc1ccc2c(C(=O)CNc3nncs3)c(C)[nH]c2c1 | -6.1
CC1=CCC2C(=O)N(c3ccc(C(=O)Nc4ccccc4)cc3)C(=O)C2C1 (stereo not drawn) | -5.9
O=C(/C=C/c1ccccc1)Nc1ccc(Br)cc1 | 18.5
COc1ccc(CN(C)C[C@@H]2Oc3ccc(NC(=O)C4CC4)cc3CC(=O)N([C@H](C)CO)C[C@@H]2C)cc1 | 104.0*
CN(C(=O)CN(CCO)CC(=O)N(C)C(C)(C)Cc1ccccc1)C(C)(C)Cc1ccccc1 | -2.1
C[C@H](CO)N1C[C@H](C)[C@@H](CN(C)S(=O)(=O)c2ccccc2)OCc2cn(nn2)CCCC1=O | 8.9

# The results go on:
mol | ROS inducer
COc1ccc(NC(=O)Nc2cccc3c2O[C@@H](CN(C)Cc2ccc(C(=O)O)cc2)[C@H](C)CN([C@H](C)CO)C3=O)cc1 | -10.2
CCOc1ccc(Cl)cc1S(=O)(=O)NCc1cccnc1 | -4.0
C[C@H]1CN([C@@H](C)CO)C(=O)c2cc(NC(=O)CCCN(C)C)ccc2O[C@@H]1CN(C)S(C)(=O)=O | 2.1
C=CC[C@@]1(C(=O)OC)N=C(c2ccc(OCCCO)cc2)O[C@@H]1c1ccccc1 | 4.9
C[C@@H]1CN([C@H](C)CO)C(=O)c2cc(NC(=O)Nc3ccc(F)cc3)ccc2O[C@@H]1CN(C)Cc1ccncc1 | 22.2
CC(C)NC(=O)N(C)C[C@@H]1Oc2ccc(NC(=O)C3CC3)cc2C(=O)N([C@H](C)CO)C[C@@H]1C | -7.3
Cc1ccc(S(=O)(=O)N(C)C[C@@H]2Oc3ccc(NC(=O)Nc4cccc5ccccc45)cc3C(=O)N([C@H](C)CO)C[C@H]2C)cc1 | 1.0

# Screens: PubChem, Broad Institute

# Only part of the results is shown; rates above refer to the full screens.
